GRP78 ERSR act – ER stress response induction in glioma; U87-MG GRP78 promoter luciferase reporter, 16 h; Potency, µM, for inactives: top-dose activation, most hits filed as activators; 420,000 compounds, 0.02% hits; active = well fitted activation curve with a large enough effect; inconclusive = small, poorly fitted or top-dose-only effect; inactive = no such curve, though single readings can be large or run the other way; also: series mostly up to about 76 µM; % of control where 0% means no effect; nearly all actives have a fitted effect of over 35% in size
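Stably transfected U87-MG human glioma cells carrying a GRP78-based luminescent sensor were seeded at 1000 cells/well, pin-dosed with compounds and incubated 16 h. Luciferase reagent was then added, and end-point luminescence was read after 10 min at room temperature.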
Active calls of the source: *; ? = inconclusive; & = joins results of further samples. Potency is read from the fitted curve at half-maximal effect. Not all compounds are listed, so the mix of outcomes need not match the whole.

| canonical_smiles | GRP78 ERSR act |
| --- | --- |
| Nn1cc(Br)c(=O)[nH]c1=O | -1.8% |
| C=C1C2=CC(=O)OC(c3ccoc3)[C@]2(C)CCC1[C@]1(C)C=CC(=O)C(C)(C)C1CC(=O)OC (some centres not stated) | -2.8% |
| CC[C@@]12CCCN3CCc4c(n(c5ccccc45)C(=O)C1)[C@H]32 | -2.6% |
| CC(NC(=O)c1cccnc1)c1nnc2n1CCN(Cc1ccc(-c3ccccc3Cl)o1)CC2 (configuration not stated) | -1.3% |
| CCCCCCCCCCCCCCCC(=O)N[C@H](CN1CCOCC1)[C@H](O)c1ccccc1 | -3.6% |
| COc1cccc(C(=O)NCC2Cc3cccc(-c4nc(C)cnc4C)c3O2)c1OC (configuration not stated) | 8.8% |
| CCC1(c2ccccc2)NC(=O)NC1=O (configuration not stated) | 0.8% |
| Cc1noc(C)c1-c1nc(N2CCOCC2)c2ccccc2n1 | -2.8% |
| C[Se]CCC(N)C(=O)O (configuration not stated) | -7.8% |
| Oc1cc(-c2cccs2)cc2c1OCCN(Cc1cn[nH]c1-c1ccc(Cl)cc1)C2 | -4.1% |
| CC[C@H](CC[C@H](C)[C@@H]1CC[C@@H]2[C@H]3CC=C4C[C@@H](O)CC[C@]4(C)[C@H]3CC[C@]21C)C(C)C | -3.1% |
| CN(C)c1ncc2nc(-c3cccc(C#N)c3)c(=O)n(C)c2n1 | -0.9% |
| N#Cc1cccc(-c2nc3cnc(N4CCOCC4)nc3n(C[C@H]3CCCO3)c2=O)c1 | -4.5% |
| Cc1cc(C(=O)NCc2nnc3n2CCN(Cc2ccc4c(c2)Cc2ccccc2-4)CC3)c(C)o1 | -4.3% |
| CC(=O)N[C@H]1[C@@H](O[C@@H](C)C(=O)O)[C@H](O)[C@H](CO)O[C@@H]1O | -0.5% |
| CC(=O)OC[C@@H]1O[C@@H](O/N=C2/C[C@@H](O)[C@@H](O)[C@@H]3[C@@H]4C(=O)N(C[C@@H]5CCCO5)C(=O)[C@H]4CC[C@@H]23)[C@H](OC(C)=O)[C@H](OC(C)=O)[C@@H]1OC(C)=O | -3.8% |
| Cc1nc2c(c(=O)[nH]1)CSCC2 | 0.6% |
| COCc1ccc(CN2CCOc3ccc(C4=Cc5ccccc5C4)cc3C2)o1 | 2.8% |
| COC(=O)c1cccc(C(=O)N2CCc3c(C(=O)OC)c(OCc4ccccn4)cc(=O)n3CC2)c1 | -5.2% |
| Cc1cnc(CNc2ncnc3ccc(-c4ccc5c(c4)OCO5)cc23)cn1 | 3.3% |
| Cn1c(=O)cnc2cnc(OCc3ccccc3)nc21 | -2.0% |
| O=c1c2nc(Br)n([C@@H]3O[C@@H]4CO[P@@](O)(=S)O[C@H]4[C@H]3O)c2nc2[nH]c(-c3ccccc3)cn12 | 1.2% |
| CC(Oc1ccc(O)cc1)(P(=O)(O)O)P(=O)(O)O | -3.2% |
| COC(=O)CC1C(C)(C)C(OC(C)=O)C2CC3C4CC(=O)OC(c5ccoc5)[C@]4(C)CCC3[C@@]1(C)C2=O (some centres not stated) | -4.8% |
| CN1[C@H]2CC(OC(=O)[C@H](CO)c3ccccc3)C[C@H]1[C@H]1O[C@H]12 (some centres not stated) | -4.6% |
| O=c1ncccn1[C@@H]1O[C@H](CO)[C@@H](O)[C@H]1O | -4.6% |
| Cc1cnc(-n2ncc(C(=O)NCCc3cccnc3)c2C)nc1-c1ccc(F)cc1 | -1.1% |
| Cn1ccnc1C1CCCCN1C(=O)CN1Cc2ccccc2OC(c2ccccc2F)C1 (configuration not stated) | -2.4% |
| Cc1nc2ccccc2nc1CN1CCOc2ccc(CN3CCc4sccc4C3)cc2C1 | 0.5% |
| O=C(c1cc(C(F)(F)F)cc(C(F)(F)F)c1)N1CCC2(CCCN(c3ncccn3)C2)CC1 | -2.4% |
| Nc1nc(NCC2CCC(CNS(=O)(=O)c3cccc4ccccc34)CC2)nc2ccccc12 (configuration not stated) | 8.7%&-12.1% |
| COc1ccc(O)c(CN2CCCN(c3nc(C)c4cc(C)c(C)cc4n3)CC2)c1 | -1.5% |
| CC(C)=CCC1=C(O)c2ccccc2C(=O)C1=O | -6.8% |
| COc1cccc(Cn2c(=O)c(-c3cccs3)nc3cnc(N(C)C)nc32)c1 | -2.5% |
| CCC1(C2CCN(C(=O)c3cc(F)ccc3F)CC2)NC(=O)N(CCc2scnc2C)C1=O (configuration not stated) | -4.6% |
| COc1ccc2c(c1)C(c1ccccc1OC)CC(=O)O2 (configuration not stated) | -6.0% |

2 of these compounds, set out differently:
CN1[C@H]2CC(OC(=O)[C@H](CO)c3ccccc3)C[C@H]1[C@H]1O[C@H]12 (some centres not stated)
  GRP78 ERSR act: -4.6%
O=c1ncccn1[C@@H]1O[C@H](CO)[C@@H](O)[C@H]1O
  GRP78 ERSR act: -4.6%

Continued.
| canonical_smiles | GRP78 ERSR act |
| --- | --- |
| CC(=O)OCC1OC(C#Cc2ccc(Br)cc2)C=CC1OC(C)=O (configuration not stated) | 0.0% |
| CC(C)C[C@H]1C(=O)N2CCC[C@@H]2[C@]2(O)O[C@](NC(=O)[C@@H]3C=C4c5cccc6[nH]c(Br)c(c56)C[C@H]4N(C)C3)(C(C)C)C(=O)N12 | -3.5% |
| COc1ccc(-c2oc3ccccc3c(=O)c2O)cc1OC | 3.8% |
| NCCCCC(N)C(=O)NC(Cc1ccc(O)cc1)C(=O)NC(CCCCN)C(=O)O (configuration not stated) | -3.2% |
| CCN1CCCC1CNC(=O)c1cnn(-c2nccc(-c3cc4ccccc4o3)n2)c1C1CC1 (configuration not stated) | -4.6% |
| COc1cc(OC)c(CN2CCOc3ccc(CN4CCC(O)CC4)cc3C2)c(OC)c1 | -6.7% |
| Cc1cnc(SCc2ccccn2)nc1C1CCCN(C(=O)c2scc3c2CCCC3)C1 (configuration not stated) | -7.9% |
| Clc1ccccc1-c1ccc2ncnc(N3CCNCC3)c2c1 | -0.5% |
| COCC1=C(C(=O)OC(C)OC(=O)OC(C)C)N2C(=O)C(NC(=O)/C(=N/OC)c3csc(N)n3)[C@H]2SC1 (some centres not stated) | -2.7% |
| Cc1cnc(C)c(-c2cccc3c2OC(CNC(=O)CN2C(=O)c4ccccc4C2=O)C3)n1 (configuration not stated) | -2.7% |
| NC1=NCCN1CC(=O)O | -4.3% |
| CN(C)c1ncc2nc(-c3ccccc3)c(=O)n(C)c2n1 | -1.3% |

(further entries)
molecule,GRP78 ERSR act
COc1ccccc1CN1CCCC2(CCN(S(=O)(=O)c3ccccc3)CC2)C1,-4.1%
O[C@@H](c1ccccc1)C1CCN(CCc2ccccc2)CC1,-5.1%
CCN(CC)CCOc1ccc(-c2nc3cc(Cl)ccc3s2)cc1,-2.1%
O=C(/C=N/O)NCCCCNC(=O)/C=N/O,-4.1%
CC(C)C[C@H](NC(=O)CNC(=O)[C@H](C)NC(=O)[C@H](CC(C)C)NC(=O)[C@H](CCCNC(=N)N)NC(=O)[C@H](Cc1cnc[nH]1)NC(=O)[C@@H](NC(=O)[C@@H](NC(=O)[C@@H]1CSSC[C@H](NC(=O)[C@@H](N)CO)C(=O)N[C@@H](CC(N)=O)C(=O)N[C@@H]([C@@H](C)O)C(=O)N[C@@H](C)C(=O)N[C@@H]([C@@H](C)O)C(=O)N1)C(C)C)[C@@H](C)O)C(=O)N[C@@H](CC(C)C)C(=O)N[C@@H](CO)C(=O)N[C@@H](CCCNC(=N)N)C(=O)N[C@@H](CO)C(=O)NCC(=O)NCC(=O)N[C@H](C(=O)N[C@H](C(=O)N[C@@H](CCCCN)C(=O)N[C@@H](CC(=O)O)C(=O)N[C@@H](CC(N)=O)C(=O)N[C@@H](Cc1ccccc1)C(=O)N[C@H](C(=O)N1CCC[C@H]1C(=O)N[C@H](C(=O)N[C@@H](CC(N)=O)C(=O)N[C@H](C(=O)NCC(=O)N[C@@H](CO)C(=O)N[C@@H](CCCCN)C(=O)N[C@@H](C)C(=O)N[C@@H](Cc1ccccc1)C(N)=O)C(C)C)[C@@H](C)O)C(C)C)C(C)C)C(C)C,-6.2%
COC(=O)C/C=C\[C@H](C)[C@@H](OC)c1ccccc1Br,-4.6%
COc1ccc(-c2cccc3c2OC(CNC(=O)c2ccc4c(c2)OCO4)C3)nn1 (configuration not stated),2.1%
COc1ccc(Oc2ncc3nc(-c4cc(F)cc(F)c4)c(=O)n(CCC#N)c3n2)cc1,-4.7%
CCC1CN(CCNC(=O)c2cccnc2OC)Cc2cc(OC)ccc2O1 (configuration not stated),-3.9%
CC(Cc1ccc(O)c(O)c1)(NN)C(=O)O (configuration not stated),-1.4%
NC[C@@H]1O[C@@H](O[C@H]2[C@H](O)[C@@H](O[C@@H]3O[C@@H](CO)[C@H](O)[C@@H](N)[C@@H]3O)[C@H](N)C[C@@H]2N)[C@@H](O)[C@H](O)[C@H]1O,-3.6%
O=S(O)CO,-5.7%
C/C=C1/C2C=C(C)CC1(N)c1ccc(=O)[nH]c1C2 (configuration not stated),-6.4%
COC(=O)[C@H]1[C@H]2C[C@@H]3c4[nH]c5ccccc5c4CCN3C[C@H]2C[C@@H](OC(=O)c2cc(OC)c(OC)c(OC)c2)[C@@H]1OC,-1.7%&-6.4%
c1cncc(-c2ccc3ncnc(NC4CCNCC4)c3c2)c1,-1.3%
CCC(C(=O)NC(N)=O)c1ccccc1 (configuration not stated),-5.5%
CC(O)(COc1ccccc1)c1ccc2c(c1)CN(Cc1cccc3ncccc13)CCO2 (configuration not stated),-1.6%
Cc1noc(C)c1-c1nc(NCc2cccs2)c2ccccc2n1,-3.6%
N#CCCn1c(=O)c(-c2ccc(Cl)cc2)nc2cnc(Oc3cccc(Cl)c3)nc21,-2.1%
COc1cc(=O)n2c(c1C(=O)NCc1ccc3c(c1)OCO3)CCN(C(=O)c1ccccc1F)CC2,-3.2%
Cc1ccccc1-c1cc(NCc2cccnc2)ncn1,-4.5%
CC(CCC(=O)O)C1CCC2C3CC(O)[C@@H]4CC(O)CC[C@]4(C)C3CC[C@@]12C (some centres not stated),-1.7%
C[C@@](O)(/C=C/[C@H]1CC=CC(=O)O1)[C@@H](C[C@@H](O)\C=C/C=C\C=C\CO)OP(=O)(O)O,-7.5%
CCc1nc2cc(C(=O)N3CCC[C@H]3CO)cc(NC(=O)c3ccccc3OC)c2n1C,-2.2%
O=C(/C=C(\O)c1ccccc1)c1ccccc1O,0.8%
COc1ccc(CCN(C)C(=O)c2cnn(-c3nccc(-c4ccc(C)o4)n3)c2C)cc1OC,-4.4%
Cc1ccc(-c2ccnc(-n3ncc(C(=O)NCCN4CCOCC4)c3C3CC3)n2)o1,-3.5%
O=C(c1cc(C(F)(F)F)cc(C(F)(F)F)c1)N1CCC2(CC1)CCN(c1ccccc1)CC2,-4.4%
COC(=O)[C@@H]1C2CC3c4[nH]c5cc(OC)ccc5c4CCN3CC2C[C@H](OC(=O)c2cc(OC)c(OC)c(OC)c2)C1OC (some centres not stated),0.7%
CCCCN(CC)CCOc1cccc2ccccc12,-9.1%

Entries listed so far that have fluorine, in the order listed:
molecule,GRP78 ERSR act
Cc1cnc(-n2ncc(C(=O)NCCc3cccnc3)c2C)nc1-c1ccc(F)cc1,-1.1%
Cn1ccnc1C1CCCCN1C(=O)CN1Cc2ccccc2OC(c2ccccc2F)C1 (configuration not stated),-2.4%
O=C(c1cc(C(F)(F)F)cc(C(F)(F)F)c1)N1CCC2(CCCN(c3ncccn3)C2)CC1,-2.4%
CCC1(C2CCN(C(=O)c3cc(F)ccc3F)CC2)NC(=O)N(CCc2scnc2C)C1=O (configuration not stated),-4.6%
COc1ccc(Oc2ncc3nc(-c4cc(F)cc(F)c4)c(=O)n(CCC#N)c3n2)cc1,-4.7%
COc1cc(=O)n2c(c1C(=O)NCc1ccc3c(c1)OCO3)CCN(C(=O)c1ccccc1F)CC2,-3.2%
O=C(c1cc(C(F)(F)F)cc(C(F)(F)F)c1)N1CCC2(CC1)CCN(c1ccccc1)CC2,-4.4%

Next section:
molecule,GRP78 ERSR act
Fc1ccc(Cl)cc1-c1nc(Nc2ccncc2)c2nccnc2n1,-1.1%
Cc1cccc2c3c(ccc12)C1=C(C(=O)C3=O)C(C)CO1 (configuration not stated),-0.9%
CC(=O)Oc1ccc(/C=C/C(=O)CC2OC(Oc3cc(OC(C)=O)c4c(c3)O[C@@H](c3ccc(OC(C)=O)cc3)CC4=O)C(OC(C)=O)C(OC(C)=O)C2OC(C)=O)cc1 (some centres not stated),?
CC12CC3OS(=O)OC3CC3C4C(C(OCc5ccccc5)C31)C42 (configuration not stated),-3.7%
COc1ccc(O[C@H]2C=C[C@@H](c3ccccc3)O[C@H]2CO/N=C(/C)CCC(=O)OC[C@@H]2O[C@H](C#Cc3ccccc3)C=C[C@@H]2Oc2ccc(C)cc2)cc1,-5.0%
Cc1onc(-c2c(F)cccc2Cl)c1C(=O)NC1C(=O)N2C1SC(C)(C)C2C(=O)O (configuration not stated),-4.5%
COc1ccc(NC(=O)N2CC[C@@]3(CCCN(C(=O)c4csnn4)C3)C2)cc1,-0.4%
CC(C)CO/N=C1/[C@H]2O[C@@H]2[C@@H](O)[C@H]2[C@H]1CCn1c(=O)n(-c3ccccc3)c(=O)n12,-3.5%
CC(C)[C@@H]1[C@H]2CC[C@H](C2)[C@H]1N,-3.8%
COc1ccc2c(c1)O[C@H](c1cccc(C(F)(F)F)c1)[C@@H](O)C2=O,-3.6%
C=C1CCC(O)C/C1=C\C=C1/CCCC2(C)C1CCC2C(C)CCCC(C)C (configuration not stated),-2.6%
O=C(c1cccnc1)C1CCCN(Cc2ccc3c(c2)CN(C(=O)c2cccs2)CCO3)C1 (configuration not stated),-1.6%
COC(=O)c1c(OCc2ccccn2)cc(=O)n2c1CCN(Cc1ccc3nsnc3c1)CC2,-5.4%
CC1CC2C3CCC4=CC(=O)C=CC4(C)[C@@]3(F)C(O)CC2(C)[C@@]1(O)C(=O)CCl (some centres not stated),-3.6%
COc1ccc(C(=O)CCC(=O)O)c2ccccc12,-2.4%
C=CCOC(=O)C(C(C)=O)C(NC(=O)OC)c1cccs1 (configuration not stated),-4.8%

Screening data (PubChem)
